Screens: PubChem BioAssay, National Center for Advancing Translational Sciences (NCATS)
mIDH1 inhibitor = inhibitors of human mutant IDH1 R132H; O75874; IDH1-R132H enzyme, NADPH consumption, diaphorase/resazurin fluorescence; Potency, µM (series often up to 76.6 µM), for inactives: at the highest dose activity change, negative = inhibition, actives largely listed as inhibitors; actives 0.093% (n = 390,000); AID 602179; note: % is set by controls: 0 for no effect and ±100 for the full control effect; nearly all actives have a fitted effect of over 65% in size
Target sequence (O75874 whole entry R132H, stated change not applied): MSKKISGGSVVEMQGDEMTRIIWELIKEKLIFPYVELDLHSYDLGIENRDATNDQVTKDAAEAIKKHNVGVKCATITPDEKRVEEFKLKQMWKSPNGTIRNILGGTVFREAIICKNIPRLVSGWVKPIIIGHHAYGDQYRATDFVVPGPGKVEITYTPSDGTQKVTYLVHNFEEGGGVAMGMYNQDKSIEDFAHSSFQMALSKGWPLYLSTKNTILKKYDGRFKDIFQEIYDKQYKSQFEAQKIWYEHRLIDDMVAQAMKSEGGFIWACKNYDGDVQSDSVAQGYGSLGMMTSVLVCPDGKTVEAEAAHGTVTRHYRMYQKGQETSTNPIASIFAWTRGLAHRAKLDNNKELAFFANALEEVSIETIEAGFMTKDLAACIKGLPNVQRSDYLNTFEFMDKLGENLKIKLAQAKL
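IDH1-R132H (0.5 ug/mL) preincubated 30 min with compound, then NADPH (0.016 mM) and alpha-KG (2 mM) added; 80 min at RT, pH 7.5. Remaining NADPH coupled via diaphorase/resazurin to fluorescence (540/590 nm); concentration-response curves normalized to no-enzyme control.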
RGS4 inh = blocks human RGS4-accelerated GTP hydrolysis | Potency, µM (series often up to 114 µM), without a hit: at the top dose activity change, negative = inhibition, most hits filed as inhibitors | actives 0.039% (n = 390,000) | P49798 | Transcreener GDP fluorescence polarization, RGS4-accelerated GTP hydrolysis; note: % is set by controls: 0 for no effect and ±100 for the full control effect; nearly all actives have a fitted effect of over 75% in size; some results filed as inactive show a strong effect at the top dose
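MLSMR compounds (23 nl, pin-transferred) preincubated 10 min at room temperature with a 500nM (2x) first reagent, then RGS4 at 900nM (2x) plus Transcreener GDP mix added; fluorescence polarization (620/688 nm) read before and after 90 min at 30 °C.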
Vif-A3F inh = inhibitors of Vif-A3F interaction. HeLa A3F-eYFP + Vif (tagged APOBEC3F with the HIV-1 protein that degrades it), YFP fluorescence increase. Potency, µM (series often up to 46.1 µM), for the others: at the highest dose activity, negative = active. actives 0.2% (n = 390,000). AID 602313; note: % of control where 0% means no effect; nearly all actives have a fitted effect of over 65% in size
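HeLa cells stably expressing Vif plus C-terminally eYFP-tagged A3F were seeded, incubated overnight at 37 deg C, dosed with compound, incubated overnight again at 37 deg C. Yellow fluorescence (Ex 488/Em 500-530) reported blocked Vif-mediated A3F-eYFP degradation.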
TrxR1 substrate = substrates of rat thioredoxin reductase 1. purified TrxR1 substrate turnover, NADPH consumption readout. Potency, µM (series often up to 114 µM), inactives show top-dose activity change, negative = substrate turnover. actives 0.01% (n = 390,000); note: % is set by controls: 0 for no effect and ±100 for the full control effect; nearly all actives have a fitted effect of over 50% in size
Target sequence (O89049 whole entry, looked up): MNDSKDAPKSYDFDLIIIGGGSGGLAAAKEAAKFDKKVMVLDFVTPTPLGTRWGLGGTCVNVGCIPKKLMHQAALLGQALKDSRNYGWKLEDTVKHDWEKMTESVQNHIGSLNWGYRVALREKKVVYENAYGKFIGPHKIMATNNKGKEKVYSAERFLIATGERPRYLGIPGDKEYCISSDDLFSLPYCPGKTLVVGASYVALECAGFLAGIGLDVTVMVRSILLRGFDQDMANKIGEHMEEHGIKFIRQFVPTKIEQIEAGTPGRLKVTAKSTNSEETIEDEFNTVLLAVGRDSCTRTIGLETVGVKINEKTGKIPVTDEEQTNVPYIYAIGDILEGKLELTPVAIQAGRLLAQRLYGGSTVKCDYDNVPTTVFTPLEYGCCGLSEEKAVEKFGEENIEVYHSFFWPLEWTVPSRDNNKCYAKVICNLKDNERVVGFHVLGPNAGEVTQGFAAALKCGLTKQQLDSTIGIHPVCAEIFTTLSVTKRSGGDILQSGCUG
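Rat TrxR1, dispensed at 90 nM, was prereduced with 400 uM NADPH (final) for 5 min at ~22 deg C, then incubated with compound 15 min before 400 uM selenite. A first-read NADPH fluorescence drop versus no-compound background flagged substrates.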
Vif-A3G inh = Vif-A3G binding inhibition; HeLa A3G-eYFP + Vif (tagged APOBEC3G with the HIV-1 protein that degrades it), YFP fluorescence, overnight; Potency, µM (top dose mostly 46.1 µM), for inactives: at the top dose activity, negative = active, actives largely listed as inhibitors; actives 0.076% (n = 410,000); AID 602310;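 note: % is set by controls: 0 for no effect and ±100 for the full control effect; nearly all actives have a fitted effect of over 60% in size; hits raise eYFP signal because A3G escapes Vif-driven loss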
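HeLa cells stably expressing Vif and C-terminally eYFP-tagged A3G, seeded overnight at 37 deg C, then exposed to compound by pintool overnight at 37 deg C. Rise in yellow fluorescence (Ex 488/Em 500-530, Acumen) marks blocked Vif-driven A3G degradation.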
USP1-UAF1 inh = inhibitors of human USP1/UAF1 deubiquitinase | O94782 | recombinant USP1/UAF1, Ub-Rhodamine cleavage fluorescence | Potency, µM (top dose mostly 57.1 µM), for inactives: at the top dose activity change, negative = inhibition, most hits filed as inhibitors | actives 0.23% (n = 390,000); note: % is set by controls: 0 for no effect and ±100 for the full control effect; nearly all actives have a fitted effect of over 60% in size; inactives centre near -12
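1 nM enzyme complex + cpd, 15 min RT; start with Ub-Rho 150nM final; kinetic fluorescence ex 480/em 540, 6 reads q60 s. Buffer 50mM HEPES pH 7.8, 0.5mM EDTA, 0.1 mg/ml BSA, 1mM TCEP, 0.01% Tween-20.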
RXFP1 agonist = RXFP1 (human) receptor agonism. Potency, µM (doses to about 57.5 µM), for inactives: at the highest dose activation, most hits filed as activators. Q9HBX9. AID 2676. HEK293T-RXFP1 cAMP TR-FRET, 30 min; response scale: percent of porcine relaxin response, buffer zero. actives 0.3% (n = 370,000); note: % is set by controls: 0 for no effect and ±100 for the full control effect; nearly all actives have a fitted effect of over 60% in size; many of its hits are not listed in these tables
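HEK293 cells stably expressing RXFP1, treated 30 min at 37C with compounds plus PDE4 inhibitor Ro 20174; cAMP measured by HTRF TR-FRET. Normalized to buffer and 29 nM porcine relaxin; EC50 by Hill fit.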
ALOX12 inh = blocks human arachidonate 12S-lipoxygenase | purified 12hLO, xylenol orange hydroperoxide absorbance | Potency, µM (doses to about 108 µM), inactives show top-dose activity change, negative = inhibition, most hits filed as inhibitors | actives 1.1% (n = 580,000); note: % is set by controls: 0 for no effect and ±100 for the full control effect
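Hydroperoxide product was detected by ferrous iron/xylenol orange as the 573 to 405 nm absorbance ratio. Arachidonic acid at 40 uM (final) was turned over for 30 min at room temperature by 150 nM human 12hLO, pH 7.0 Hepes buffer, after 15 min compound preincubation.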
TrxR1 inh = inhibitors of rat thioredoxin reductase 1; O89049; recombinant rTrxR1, NADPH fluorescence consumption, selenite substrate; Potency, µM (series often up to 114 µM), for the others: at the highest dose activity change, negative = inhibition, actives largely listed as inhibitors; actives 1% (n = 390,000); AID 588453; note: % is set by controls: 0 for no effect and ±100 for the full control effect; nearly all actives have a fitted effect of over 65% in size
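Rat TrxR1 (90 nM in the dispensed reagent) was pre-reduced with 400 uM NADPH for 5 min at room temperature, then incubated with compound for 15 min. After 400 uM selenite was added, NADPH fluorescence (Ex 340/Em 450 nm) was followed for 8 min.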
Active calls of the source: *; u = inconclusive; x = no result given; & = joins results of further samples; [ ] = another dose, or the depositor's remark. Calls come from the whole dose curve; as a rule, active = well fitted curve in the direction sought with a large enough effect; inconclusive = small, poorly fitted or top-dose-only effect, or another doubt; inactive = no such curve, though single readings can be large; an effect the other way counts as inactive or inconclusive. Potency is the fitted concentration of half-maximal effect.

SMILES	mIDH1 inhibitor	RGS4 inh	Vif-A3F inh	TrxR1 substrate	Vif-A3G inh	USP1-UAF1 inh	RXFP1 agonist	ALOX12 inh	TrxR1 inh
Cc1nnc(NC(=O)c2cccn(Cc3cccc([N+](=O)[O-])c3)c2=O)s1	0%	-4%	4%	-1%[57.1 µM]	-1%	-11%	2.9%	-11%	9%[57.1 µM]
CC(C)C12CN3CC(C(C)C)(CN(C1)C3c1ccccn1)C2=O (stereo unspecified)	7%	-31%	-5%	5%	1%	-5%	5.2%	32%&-5%	14%
O=C(c1ccc(-c2ccccc2)cc1)C1CCCN(Cc2ccn[nH]2)C1 (stereo unspecified)	1%	1%	0%	2%	0%	-22%	1.0%	3%	18%
CC12CC[C@H]3[C@@H](CCC4(O)C[C@H](O)CCC34/C=N/NC(=O)c3ccccc3Cl)C1(O)CCC2C1=CC(=O)OC1 (stereo partly specified)	-5%	-12%	1%	5%	1%	-9%	-1.1%	12%	20%
COc1ccc(CN2C(=O)CC(=O)NC2=O)cc1	5%	-47%	15%	-4%[0.457 µM]	1%	-12%	0.3%	-12%	u
Cc1cc(S(=O)(=O)NCC(C)C)ccc1OCC(=O)N1CCN(Cc2ccccc2)CC1	8%	-24%	-1%	7%[57.1 µM]	0%	-2%	-1.6%	0%	-54%
C=C(COC(=O)CCC(=O)O)CC1CC(O)[C@]2(C)OC3CC4OC5C[C@]6(C)O[C@]7(C)CCC8OC9C[C@]%10(C)OC%11C(C)=CC(=O)OC%11CC%10OC9C[C@@H](C)C8OC7CC6O[C@]5(C)C/C=C\C4OC3CC2O1 (stereo partly specified)	-21%	7%	-8%	-8%	-15%	-7%	0.6%	x	10%
CN(C)C(=O)Oc1ccc(Cl)c2cccnc12	9%	-25%	-2%	43%	1%	u	0.5%	-4%	20%[57.1 µM]
Cc1ccsc1-c1nc(CSCC(=O)N2CCC3(CC2)OCCO3)c(C)o1	7%	-10%	x	36%[activator]	-1%	-13%	5.5%	6%	u
Cc1c(C=O)c2ccccc2n1Cc1ccccc1F	-7%	3%	13%	0%	-4%	-25%	2.8%	-14%	16%
COC(=O)C1=C(c2ccc(C(C)=O)cc2)C[C@@H]2CC[C@H]1N2C(=O)NCCO	-2%	11%	2%	-1%	0%	-3%	-0.5%	-4%	-11%
CC/C(=N\NC(=O)c1ccccc1O)c1c(O)n(C2CCCCC2)c(=O)[nH]c1=O	-4%	13%	-8%	-10%	0%	-16%	1.7%	-18%	-10%
COC(=O)C1C2c3ccccc3OC1(C)N=c1s/c(=C/c3cn(C)nc3C)c(=O)n12 (stereo unspecified)	6%	12%	0%	-8%	0%	-32%	-0.2%	1%	-24%
Cc1cc(C=O)c(C)n1CC1CCCO1 (stereo unspecified)	3%	-2%	x	4%	1%	-17%	-0.3%	31%[activator]	12%
O=C(C1CC(=O)N(C2CCCCCCC2)C1)N1CCC2(CC1)OCCO2 (stereo unspecified)	5%	16%	-2%	9%	1%	-11%	-1.0%	0%	21%
CCOC(=O)C/C(C)=N/NC(=O)COc1ccccc1C	1%	-5%	1%	-2%	u	-18%	-1.7%	27%	-12%
CN(C)C(=O)On1c(-c2ccccc2)nc2ccc(Cl)cc21	5%	17%	-5%	-11%	-3%	-9%	1.5%	420%[activator]	-11%
COC(=O)c1sccc1NC(=O)c1ccc(C#N)cc1	13%	-1%	0%	6%	0%	-7%	u	x	27%
c1ccc2c(c1)Nc1ccccc1S2	10%	-5%	-8%	-1%	-2%	u	1.8%	0.11µM*	6%
CC1OC(OC2C(O)CC(OC3C(O)CC(OC4CCC5(C)C(CCC6C5CCC5(C)C(C7=CC(=O)OC7)C(O)CC65O)C4)OC3C)OC2C)CC(O)C1O (stereo unspecified)	2%	u	-1%	4%	-1%	-13%	x	3%	7%
O=C1OC(=O)C2C1[C@@H]1CC[C@H]2O1 (stereo partly specified)	-9%	15%	-9%	2%	-1%	u	-0.6%	-22%	8%
CC(=O)CC(C)(C)n1c[n+](C)nn1	-4%	-11%	-13%	-6%	3%	-2%	4.4%	-11%	19%
CC(=O)OC1C([N+]2(C)CCCCC2)C[C@H]2C3CC[C@H]4C[C@H](OC(C)=O)C([N+]5(C)CCCCC5)CC4(C)[C@H]3CCC12C (stereo partly specified)	5%	-8%	2%	10%	1%	-23%	x	7%	40%[activator]
Fc1cccc(C2NCCc3[nH]cnc32)c1 (stereo unspecified)	0%	-14%	17%	-2%[57.1 µM]	5%	-14%	-0.2%	2%	2%
COC(=O)C12OCC34C(CC5C(C)=C(O)C(=O)CC5(C)C3C(O)C1O)OC(=O)C(OC(=O)/C=C(\C)C(C)C)C24 (stereo unspecified)	8%	u	14%	4%[11.4 µM]	-19%	-18%	x	4%	19%[11.4 µM]
SMILES	mIDH1 inhibitor	RGS4 inh	Vif-A3F inh	TrxR1 substrate	Vif-A3G inh	USP1-UAF1 inh	RXFP1 agonist	ALOX12 inh	TrxR1 inh
Cc1cc(C)nc(NC2=NCCS2)n1	8%	-7%	-5%	0%	0%	0%	-1.1%	u	-6%
O=c1c2ccccc2nc(/C=C/c2ccc(F)cc2)n1-c1ccccc1O	11%	-8%	22µM*	6%[57.1 µM]	u	-12%	0.3%	-4%	10%[57.1 µM]
Cc1nc(CCl)cc(=O)[nH]1	2%	13%	3%	6%[57.1 µM]	1%	-21%	0.8%	-3%	11%[57.1 µM]
O=C(C1CCCCC1)N1CCC(c2nc3c(nnn3Cc3c(F)cccc3Cl)c(=O)[nH]2)CC1	-1%	-5%[11.4 µM]	-2%	-4%	0%	-25%	2.5%	u	0%
Clc1ccc2c(c1)C(c1ccccc1Cl)=NCc1nnc(N3CCN(CCOc4ccccc4)CC3)n1-2	-4%	-14%	-1%	-5%	-5%	-23%	1.9%	-28%	-7%
Cc1ccc2nc(NC(=O)c3cccn(Cc4ccc(Cl)cc4)c3=O)sc2c1	-1%	-20%	4%	3%[57.1 µM]	2%	-8%	2.1%	-7%	14%[57.1 µM]
CCc1ccc(-n2nc(C)c3c2NC(=O)CSC3c2ccccc2C)cc1 (stereo unspecified)	x	25%	x	-1%	x	-22%	-1.7%	u	3%
Cc1ccc(C(=O)C2(C)N(O)C(C)C(c3cccs3)=[N+]2[O-])cc1 (stereo unspecified)	12%	10%	-1%	6%	-6%	5%	0.8%	20%	18%
O=C1NC(=O)N(c2ccc(F)cc2)C(=O)/C1=C/c1ccc2c(c1)CCCN2Cc1ccccc1	u	u	-17%	10%[57.1 µM]	-3%	u	0.7%	-13%	u
C/C(=N\NC(N)=S)C12CC3CC(CC(C3)C1)C2	2%	u	-1%	7%	u	-9%	1.8%	u	2%
O=C1NC(=O)C(=Cc2csc3ccccc23)C(=O)N1	-15%	u	-6%	7%[57.1 µM]	-12%	-20%	0.3%	40µM*	u
CN1CCN(c2c[nH]c(=O)[nH]c2=O)CC1	6%	-47%	-1%	13%[57.1 µM]	1%	-12%	-0.3%	0%[57.4 µM]	9%[57.1 µM]
CN1CCc2nc(N)c(C#N)c(-c3ccccc3)c2C1	5%	15%	4%	19%[57.1 µM]	-4%	-21%	-1.5%	0%	14%[57.1 µM]
CCN(N=Nc1nonc1OC)c1nonc1OC	4%	-32%	1%	-4%	-1%	-17%	0.2%	-13%	6%
CCN(CC)c1ccc(N=Cc2c(O)n(-c3ccccc3C)c(=O)[nH]c2=O)cc1	2%	-32%	-6%	-17%	-15%	u	-0.9%	10%	3%
COc1cc(OC)c(OC)cc1C=O	5%	13%	-8%	11%[57.1 µM]	-4%	-21%	x	u	12%[57.1 µM]
Cc1ccc(O)c(C)c1	17%	7%	-1%	4%	1%	u	0.9%	8%	30%
OCC[n+]1c2ccccc2nc2ccc(N3CCOCC3)cc21	16%	u	6%	-2%[57.1 µM]	1%	u	-2.9%	0%	16%[57.1 µM]
COC(=O)C1=C(c2ccc(C(C)=O)cc2)C[C@@H]2CC[C@H]1N2C(=O)NCc1ccco1	-24%	-25%	2%	0%	-5%	-6%	0.0%	-24%	-20%
COc1cc(-n2c(=S)[nH]c3ccc(C)cc3c2=O)c(Cl)cc1Cl	-7%	-11%	u	-10%[57.1 µM]	-9%	-20%	0.5%	u	-28%[57.1 µM]
Cc1cc(Cl)ccc1OCCCC(=O)NCc1cccs1	1%	15%	-17%	-16%	-20%	-2%	1.2%	-1%	-20%
CCOC(=O)C(O)(c1ccc(N(C)C(=O)c2ccc(Cl)c(Cl)c2)cc1)C(F)(F)F (stereo unspecified)	3%	-9%	1%	-2%	0%	-20%	0.7%	u	11%

Among those listed so far, these contain a cyano group:
SMILES	mIDH1 inhibitor	RGS4 inh	Vif-A3F inh	TrxR1 substrate	Vif-A3G inh	USP1-UAF1 inh	RXFP1 agonist	ALOX12 inh	TrxR1 inh
COC(=O)c1sccc1NC(=O)c1ccc(C#N)cc1	13%	-1%	0%	6%	0%	-7%	u	x	27%
CN1CCc2nc(N)c(C#N)c(-c3ccccc3)c2C1	5%	15%	4%	19%[57.1 µM]	-4%	-21%	-1.5%	0%	14%[57.1 µM]

This is a subset; rates above refer to the full screens.
